Screening results from PubChem BioAssay.
SV40 large T antigen – SV40 large T antigen inhibitors, biochemical (AID 1903); one-dose inhibition, % at 20 µM; IC50 in µM for titrated hits; SV40 large T antigen ATPase/helicase inhibition assay; higher % means a stronger effect; 0.39% of 310,000 active; in the data active = a potency from the dose series; inconclusive = inhibition mostly from about 32% at the one dose, without a potency; inactive = the rest, 99 in 100 with inhibition below about 32%; also: strong numbers were not always called active
PhoP inhibition – PhoP-dependent GFP reporter repression – Salmonella Typhimurium, primary screen (AID 1863). S. Typhimurium PhoP-regulated promoter GFP reporter, 4 h; higher % means a stronger effect. inhibition, % at 50 µM, or IC50 in µM where a hit was titrated. 0.16% of 300,000 active;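 active = inhibition over 29.93%, a cutoff 3 SD above the screen mean, later confirmed by dose response; inconclusive = inhibition over 29.93% but no dose response follow-up; inactive = inhibition at most 29.93% or unconfirmed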;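 also: 0% = low Mg2+ inducing control and 100% = high Mg2+ repressing control; strong numbers were not always called active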
MgcRacGAP inhibition – MgcRacGAP GTPase-activating activity inhibitors, confirmation, biochemical, ADP Hunter fluorescence. MgcRacGAP-stimulated Rac1 GTP hydrolysis, ADP Hunter fluorescence; higher % means a stronger effect; GST-tagged Rac1 F28L mutant substrate. one-dose inhibition, % at 30 µM; IC50 in µM for titrated hits. 0.6% of 340,000 active;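 active = first-screen hits whose inhibition reached a set limit at any dose in the follow-up dose series; inconclusive = inhibition above the set first-screen limit but never retested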;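 also: fluorescence reports GDP produced by GAP-driven GTP hydrolysis; strong numbers were not always called active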
T cell HTS – T cell immune modulators affecting CD8 T cell-vesicle binding. 2C CD8+ T cell-vesicle binding, flow cytometry; hits give low values. calls only at 7 µM. 0.068% of 330,000 active. AID 2052;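 active = response, share of CD8 T cells binding vesicles, and their 90th percentile fluorescence all below set limits, cut at about 80% in these data, passing the limit was not always enough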
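material = purified 2C TCR transgenic mouse naive CD8+ T cells | controls = Unloaded micro-vesicles (low), QL9 vesicles with 0.7% DMSO (high) | detection = cytometric PE anti-B7-1 and Alexa647 anti-CD8 signals after 1% paraformaldehyde fixation | incubation = binding step 1.5 h, 37 °C, antibody labelling 20 min, ice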
RSV antiviral HEp-2 – RSV antiviral activity via CPE protection, HEp-2 cells, primary 10 µM value included (AID 2391). CPE inhibition, % at 10 µM; hits with a dose series show IC50 in µM. HEp-2 cells, RSV-induced CPE inhibition; higher % means a stronger effect. 0.13% of 310,000 active; in the data active = a potency from the dose series; inconclusive = CPE inhibition mostly from about 23% at the one dose, without a potency; inactive = the rest, 99 in 100 with CPE inhibition below about 21%; also: strong numbers were not always called active
WT yeast gro inh – growth inhibition of WT yeast, mitochondrial fusion screen; mitochondrial fusion phenotypic screen, WT strain; inhibition, % at 10 µM; 2.1% of 190,000 active; AID 1362; in the data active = inhibition above about 58%; tested in S. cerevisiae
West Nile virus CPE – inhibition of WNV-induced cytopathic effect – cell-based, CPE readout (AID 1621); one-dose CPE inhibition, % at 10 µM; IC50 in µM for titrated hits; West Nile virus-infected cells, CPE inhibition; higher % means a stronger effect; 0.02% of 290,000 active; in the data active = a potency from the dose series; inconclusive = CPE inhibition mostly from about 3.7% at the one dose, without a potency; inactive = the rest, 99 in 100 with CPE inhibition below about 2.2%; also: strong numbers were not always called active
b-catenin transl – modulators of beta-catenin nuclear translocation. HeLa beta-catenin nuclear translocation, immunofluorescence imaging. nuclear translocation activity, % at 5 µM. 0.3% of 190,000 active;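 active = nuclear translocation activity above 50% at 5 µM, with a well cell count of 50 or more; inconclusive = wells under 50 cells across six images, flagged as toxic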;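 also: per-cell ratio of nuclear to cytoplasmic median beta-catenin stain intensity; plate controls were DMSO negative control for no effect and GSK-3 inhibitor IX positive control for full effect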
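Test system: HeLa cells, endogenous beta-catenin; Compound: single 5 µM dose plus 0.02–20 µM confirmation series; Times: compound exposure 24 h at 37°C; Signal: fluorescence imaging of beta-catenin antibody stain plus DAPI; Read-out: % activation, nuclear-to-cytoplasmic median beta-catenin signal ratio per cell.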
Myeloid diff 2 – compounds promoting myeloid differentiation | ER-HoxA9 myeloid progenitors, lysozyme-GFP differentiation, flow cytometry | calls only at 10 µM | 1% of 360,000 active | AID 624256;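 active = normalized GFP-positive differentiation at or above the plate's own cutoff, the solvent-only control mean plus 3 SD; inconclusive = no clear call, values can overlap the other calls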;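 also: cells exposed to compound for four days before flow analysis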
WT yeast gro inh mutant strain – also measured in WT yeast gro inh; calls as there; inhibition, %; mitochondrial fusion phenotypic screen, mutant strain inhibition
b-catenin transl cell count 5 µM – also measured in b-catenin transl; calls as there; cell count; measured here: cell count, cytotoxicity flag
T cell HTS vesicle-bound % – recorded beside T cell HTS, whose call it bears; double positive events, %; measured here: CD8+ vesicle-bound cell fraction;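 binding gate set so that unloaded-vesicle control wells show 10% double positive cells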
Myeloid diff 2 GFP+ MAC1+ % – recorded beside Myeloid diff 2, whose call it bears; GFP+ MAC1+ double positive, %; measured here: differentiation confirmed by MAC1 staining
An asterisk follows results filed as active; i = inactive; ? = inconclusive; / = no result given.

mol	SV40 large T antigen	PhoP inhibition	MgcRacGAP inhibition	T cell HTS	T cell HTS vesicle-bound %	RSV antiviral HEp-2	WT yeast gro inh	WT yeast gro inh mutant strain	West Nile virus CPE	b-catenin transl	b-catenin transl cell count 5 µM	Myeloid diff 2	Myeloid diff 2 GFP+ MAC1+ %
CC(NC(=O)c1ccccc1NC(=O)CSc1nnnn1C)c1ccccc1 (stereo unspecified)	5%	-2%	-11%	i	45	0.1%	8	3	-0.2%	/	/	i	2.5
CC1(C)OC2OC(COC(=O)c3ccccc3)C3OC(C)(C)OC3C2O1 (stereo unspecified)	8%	0%	8%	i	53	1.8%	-12	12	-0.3%	0.3	833	i	0.3
COc1cc(OC)c(NC(=O)C2CCCO2)cc1Cl (stereo unspecified)	5%	10%	-19%	i	38	-0.1%	/	/	-1.1%	/	/	i	2.6
CCS(=O)(=O)N1CCN(c2cnn(-c3ccccc3)c(=O)c2Cl)CC1	9%	-7%	9%	i	35	-0.9%	-9	0	0.9%	0.6	1390	i	0.1
CNc1nc(NCCOC23CC4CC(CC(C4)C2)C3)nc(OCC(F)(F)F)n1	0%	2%	9%	i	35	0.0%	1	21	-0.1%	1.2	1377	i	0.3
Cc1c(C(=O)Nc2cccc(Cl)c2)cn2c(nc3ccccc32)c1C#N	10%	15%	6%	i	36	0.9%	17	-8	-0.4%	-2.2	1048	i	0.4
NC(=O)c1ccc(N2CCCCC2)c(N2C(=O)C3C4C=CC(C4)C3C2=O)c1 (stereo unspecified)	13%	-58%	10%	i	54	0.7%	3	3	-0.3%	-1.4	897	i	0.9
CC(=O)N(c1ccccc1C)S(=O)(=O)c1ccc(Cl)cc1	9%	-1%	-4%	i	9	0.5%	-7	16	-1.3%	-2.6	1105	i	0.3
CC(=O)Nc1ccc(NC(=O)CSc2ncnn2-c2ccccc2)cc1	25%	22%	2%	i	45	1.0%	-1	-9	0.6%	-0.7	1403	i	1.9
CSc1cccc(NC(=S)NC(=O)CCc2ccccc2)c1	18%	0%	13%	i	51	1.4%	/	/	-0.5%	/	/	i	0.6
Cc1ccc(S(=O)(=O)Nc2ccccc2CNc2ccccn2)cc1	13%	6%	5%	i	34	8.6%	7	10	0.1%	-0.9	1148	i	0.8
O=C(CCc1nc2ccccc2[nH]1)Nc1ccc2c(c1)OCO2	7%	-2%	12%	i	13	0.5%	19	18	0.5%	/	/	i	0.8
Cc1ccccc1Nc1c(-c2ccccn2)nc2c(C)cccn12	?	-6%	30%	i	25	0.3%	79	84	-0.8%	-1.0	1109	i	0.3
O=S(=O)(c1ccc(Cl)nc1)N1CCN(c2ncccn2)CC1	13%	-13%	11%	i	59	2.5%	/	/	-0.6%	-0.8	1267	i	0.2
O=C(CCC(=O)N1CCN(c2ccccc2F)CC1)N1CCN(c2ccccc2)CC1	99%	-6%	3%	i	64	2.7%	/	/	-0.6%	/	/	i	1.2

Reprinted at random: 3 records from the list, in no set order.
mol	SV40 large T antigen	PhoP inhibition	MgcRacGAP inhibition	T cell HTS	T cell HTS vesicle-bound %	RSV antiviral HEp-2	WT yeast gro inh	WT yeast gro inh mutant strain	West Nile virus CPE	b-catenin transl	b-catenin transl cell count 5 µM	Myeloid diff 2	Myeloid diff 2 GFP+ MAC1+ %
COc1cc(OC)c(NC(=O)C2CCCO2)cc1Cl (stereo unspecified)	5%	10%	-19%	i	38	-0.1%	/	/	-1.1%	/	/	i	2.6
O=C(CCC(=O)N1CCN(c2ccccc2F)CC1)N1CCN(c2ccccc2)CC1	99%	-6%	3%	i	64	2.7%	/	/	-0.6%	/	/	i	1.2
Cc1ccc(S(=O)(=O)Nc2ccccc2CNc2ccccn2)cc1	13%	6%	5%	i	34	8.6%	7	10	0.1%	-0.9	1148	i	0.8

A portion taken from the entries so far:
mol	SV40 large T antigen	PhoP inhibition	MgcRacGAP inhibition	T cell HTS	T cell HTS vesicle-bound %	RSV antiviral HEp-2	WT yeast gro inh	WT yeast gro inh mutant strain	West Nile virus CPE	b-catenin transl	b-catenin transl cell count 5 µM	Myeloid diff 2	Myeloid diff 2 GFP+ MAC1+ %
NC(=O)c1ccc(N2CCCCC2)c(N2C(=O)C3C4C=CC(C4)C3C2=O)c1 (stereo unspecified)	13%	-58%	10%	i	54	0.7%	3	3	-0.3%	-1.4	897	i	0.9
CC(=O)N(c1ccccc1C)S(=O)(=O)c1ccc(Cl)cc1	9%	-1%	-4%	i	9	0.5%	-7	16	-1.3%	-2.6	1105	i	0.3

(further entries)
mol	SV40 large T antigen	PhoP inhibition	MgcRacGAP inhibition	T cell HTS	T cell HTS vesicle-bound %	RSV antiviral HEp-2	WT yeast gro inh	WT yeast gro inh mutant strain	West Nile virus CPE	b-catenin transl	b-catenin transl cell count 5 µM	Myeloid diff 2	Myeloid diff 2 GFP+ MAC1+ %
CC(=O)c1c(-c2ccc(Cl)cc2Cl)noc1C	6%	-9%	8%	i	30	/	/	/	0.2%	2.3	1144	i	0.3
Cc1ccc(Sc2nc(C)c([N+](=O)[O-])c(C)c2C#N)cc1	4%	-11%	/	i	25	17%	/	/	1.5%	-0.2	1317	i	0.3
COc1ccc(-c2cc(C(F)(F)F)n3nc(N)nc3n2)cc1	-2%	10%	-5%	i	14	1.1%	-5	2	0.2%	-3.0	1178	i	1.9
Cc1nn(Cc2ccccc2)c(C)c1NC(=O)CCCn1nc(C)c([N+](=O)[O-])c1C	15%	-12%	3%	i	6	-0.5%	-32	-3	-0.3%	/	/	i	2.6
FC(F)Oc1ccccc1NC(=S)Nc1cccnc1	10%	4%	3%	i	43	0.6%	5	-7	1.1%	-1.3	1045	i	0.5
CC(NC(=O)/C(C#N)=C/c1cn(-c2ccccc2)nc1-c1ccc(F)cc1)c1ccccc1 (stereo unspecified)	19%	4%	12%	i	45	1.6%	15	4	-0.3%	-4.4	588	i	0.6
CCc1c(C(=O)Nc2cc(C(=O)OC)ccc2C)csc1C	10%	-2%	4%	i	64	1.9%	/	/	-1.2%	/	/	i	0.6
Cc1nc2ccccc2c2oc(C(=O)NCCN3CCN(C)CC3)cc12	12%	-7%	16%	i	46	0.0%	15	8	0.0%	-0.2	1166	i	1.7
O=C(c1ccc(CS(=O)Cc2ccc(Cl)cc2)o1)N1CCN(c2ccccc2F)CC1 (stereo unspecified)	10%	-6%	-1%	i	19	8.3%	/	/	-0.2%	/	/	i	7.5
COc1ccc(Cn2c(-c3ccc(C)cc3)nc3c(c(=O)c4ccccc4n3C)c2=O)cc1	9%	-11%	0%	i	37	3.5%	1	17	-0.3%	-1.3	950	i	0.6
CCOC(=O)c1c(NC(=O)CSc2nnc(-c3cccc(C)c3)n2CC)sc(C(C)=O)c1C	4%	3%	12%	i	12	1.9%	-4	-10	-0.2%	1.0	1298	i	0.3
O=C(CSc1nc2c(sc3ccccc32)c(=O)n1CCCN1CCCC1)NCc1ccccc1	3%	-5%	9%	i	4	-2.0%	0	19	0.9%	-4.2	1083	i	0.2
O=C(CCSCCC(=O)Nc1ccccc1F)Nc1ccccc1F	3%	10%	10%	i	43	1.1%	14	1	-0.5%	-4.1	599	i	0.4
CCc1nonc1NC(=O)c1oc2cc(Br)ccc2c1C	0%	3%	0%	i	37	0.7%	/	/	-0.1%	/	/	i	0.9
Cc1csc(NC(=O)CSc2nnc(NC(=O)COc3ccc(Cl)cc3)s2)n1	4%	-5%	5%	i	18	0.4%	0	-4	-0.5%	-1.2	962	i	1.8

(cont.)
Screens in order: SV40 large T antigen | PhoP inhibition | MgcRacGAP inhibition | T cell HTS | T cell HTS vesicle-bound % | RSV antiviral HEp-2 | WT yeast gro inh | WT yeast gro inh mutant strain | West Nile virus CPE | b-catenin transl | b-catenin transl cell count 5 µM | Myeloid diff 2 | Myeloid diff 2 GFP+ MAC1+ %
> Cc1cccn2c(=O)c(/C=C(\C#N)S(=O)(=O)c3ccccc3)c(N3CCC(C(N)=O)CC3)nc12
    15% | -5% | 4% | i | 33 | 2.8% | -7 | -10 | 0.0% | 0.5 | 1125 | i | 1.0
> CN(C)S(=O)(=O)n1cc(/C=C(\NC(=O)c2ccccc2)C(=O)N2CCOCC2)c2ccccc21
    11% | -4% | 12% | i | 17 | 1.2% | / | / | 1.2% | / | / | i | 0.8
> Cc1ccc(NC(=O)c2cccc(OC(F)F)c2)c(OC(F)F)c1
    1% | 16% | 9% | i | 38 | 6.8% | 28 | -12 | -1.7% | 1.4 | 460 | i | 0.2
> CCOC(=O)[C@@H]1[C@H]2COc3ccc(Br)cc3[C@@H]2N2C(=O)N(c3ccc(OC)cc3)C(=O)[C@]12C
    7% | / | 6% | i | 14 | 0.9% | / | / | -0.6% | / | / | i | 1.3
> Cc1ccc(-c2csc(NC(=O)COC(=O)c3cccc(S(=O)(=O)N4CCOCC4)c3)n2)cc1
    0% | 6% | / | i | 32 | 8.4% | -9 | -10 | -0.2% | -1.2 | 1404 | / | /
> CCOC(=O)c1cc(-c2ccc(Cl)s2)nc2c1c(C)nn2C
    2% | 1% | / | / | / | / | -5 | 3 | 0.1% | 0.1 | 971 | / | /
> Cc1ccc(N2CC(C(=O)Nc3nnc(SCC(=O)N4CCOCC4)s3)CC2=O)cc1 (stereo unspecified)
    8% | -5% | 7% | i | 64 | 0.5% | / | / | 0.3% | / | / | i | 0.9
> O=C(NCCCCc1ccccc1)C1CC(c2ccc([N+](=O)[O-])cc2)=NO1 (stereo unspecified)
    17% | 5% | 7% | i | 30 | 1.5% | 14 | 9 | -0.6% | -1.4 | 908 | i | 0.5
> C=CCn1c(NC(=O)c2ccco2)nc2ccccc21
    18% | 9% | 9% | i | 16 | -0.3% | / | / | -0.6% | / | / | / | /
> COC(=O)C1=CC(C(=O)c2cccs2)=NN(c2ccc(OC)cc2)C1C(=O)OC (stereo unspecified)
    13% | -19% | 10% | i | 60 | 3.8% | 22 | 9 | -1.1% | -2.3 | 554 | i | 0.1

Not a hit list; any-hit rate near 3.6%.
